# SUMO Mot1 rescue – inhibitors of SUMOylation pathway: yeast Mot1-301 growth rescue | S. cerevisiae Mot1-301 growth rescue, ATP luminescence, 38.5C; percent above DMSO median, 100 means doubled | growth rescue, % at 18.8 µM | 320,000 tested, 1% active;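 active means every valid replicate shows activation above 250% relative to neutral control wells; inactive means the rest, any valid replicate at or below 250%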;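 further: OY570 slx delta 5 strain wells were the positive control but not used for scaling; some compounds called inactive have numbers as strong as hits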
# HTR5A inv ag – inverse agonist of human HTR5A in OPRM1-OPRD1 counter-screen. P47898. HTR5A cell line, luminescence, inverse agonism. inhibition, % at 9.3 µM. 340,000 tested, 0.083% active; in the data active means inhibition mostly above about 23%, no sharp cut-off; inactive means mostly below about 18%;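 further: 0% = cells with DMSO and 100% = no-cell wells with DMSO; some compounds called inactive have numbers as strong as hits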
# Target sequence (P47898 whole entry, looked up): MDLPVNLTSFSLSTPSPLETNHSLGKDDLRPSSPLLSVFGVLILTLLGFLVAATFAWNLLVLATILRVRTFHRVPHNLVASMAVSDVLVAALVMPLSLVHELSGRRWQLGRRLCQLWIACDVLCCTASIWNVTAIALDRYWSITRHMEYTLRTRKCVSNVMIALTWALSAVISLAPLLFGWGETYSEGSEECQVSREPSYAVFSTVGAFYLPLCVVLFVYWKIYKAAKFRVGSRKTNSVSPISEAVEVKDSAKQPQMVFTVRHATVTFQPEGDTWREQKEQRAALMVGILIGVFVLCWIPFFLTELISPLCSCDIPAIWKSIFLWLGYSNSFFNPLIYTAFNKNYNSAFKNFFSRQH
# MOR-DOR ag – OPRM1-OPRD1 heterodimerization agonism; activation, % at 9.3 µM; cells, luminescence; AID 504326; 340,000 tested, 0.3% active; P35372+P41143; in the data active means activation above about 18%;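 further: 0% = vehicle-treated cells and 100% = reference agonist; values of inactives mirror those of a sister screen read the other way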
# PKA-R1A act – activates the PKA-R1A holoenzyme complex | P00514+P68181 | PKA-R1A dissociation, Cy5-IP20 fluorescence polarization; scaled: DMSO 0%, 113 µM cGMP 100% | activation, % at 11.4 µM | 340,000 tested, 0.083% active;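 active means percent activation above the mean of all tested compounds plus 3 SD, cut at about 19% in these data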;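 further: higher means more PKAc released from R1A so a rise in polarization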
# E coli growth – counter-screen for AddAB inhibitors: E. coli growth inhibition. E. coli V3065 growth, OD600 absorbance, 18 h. inhibition, % at 11.9 µM. 330,000 tested, 0.27% active. AID 449728;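 active means inhibition above the campaign's mean inhibition across all tested compounds plus 3 SD, cut at about 9.9% in these data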;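 further: uninfected addAB+ strain grown without phage in ampicillin broth; 0% = DMSO wells and 100% = ciprofloxacin 0.95 µg/ml wells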
# HTR5A ag – HTR5A agonism, opioid heterodimer counter-screen; HTR5A agonist assay, luminescence, cell-based; activation, % at 9.3 µM; 340,000 tested, 0.61% active; in the data active means activation mostly above about 9.5%, no sharp cut-off; inactive means mostly below about 7.6%;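 further: 0% = cells with vehicle only and 100% = reference agonist; strong numbers were not always called active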
# MOR-DOR inv ag – inverse agonists of human mu-delta opioid receptor heterodimerization; P35372+P41143; cell-based MOR-DOR heterodimer luminescence, inverse agonism; inhibition, % at 9.3 µM; 340,000 tested, 0.21% active; in the data active means inhibition above about 22%, passing the limit was not always enough;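 further: 0% = cells with DMSO and 100% = wells without cells with DMSO; values of inactives mirror those of a sister screen read the other way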
# phage Ecoli inh – E. coli growth loss with phage present. growth absorbance. inhibition, % at 11.9 µM. 360,000 tested, 0.26% active. AID 651602; in the data active means inhibition above about 11%
# AddAB inh – less growth of phage-infected E. coli with AddAB | E. coli expressing H. pylori AddAB, absorbance growth | inhibition, % at 11.9 µM | 330,000 tested, 0.29% active; in the data active means inhibition above about 12%;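 further: 0% = vehicle wells of infected cells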
# Pemphigus Ab inh – blocks pemphigus antibody binding to human desmoglein-3 | P32926 | DSG3-coupled beads, scFv-anti-DSG3-GFP binding, flow cytometry; hits give low values | binding (percent of control), % at 10 µM | 310,000 tested, 0.48% active;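 active means binding more than 3 SD below its plate's average and above zero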;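 further: hits lower antibody fragment binding to DSG3; some compounds called inactive have numbers as strong as hits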
# PfHsp90 yeast 2 – reduces growth (ATP signal) of yeast expressing P. falciparum Hsp90. S. cerevisiae expressing PfHsp90, BacTiter-Glo ATP, 48 h; yeast lacking PDR1 and PDR3 efflux regulators. inhibition, % at 9.4 µM. 310,000 tested, 0.32% active. AID 504621;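 active means every replicate shows inhibition above about 80%, whatever the replicate mean, limit read from the data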;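 further: 0% = DMSO neutral controls and 100% = 20 µM radicicol positive controls; yeast relying on Plasmodium falciparum Hsp90 in place of its own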
# Active calls of the source: *; / = no result given.
SMILES,SUMO Mot1 rescue,HTR5A inv ag,MOR-DOR ag,PKA-R1A act,E coli growth,HTR5A ag,MOR-DOR inv ag,phage Ecoli inh,AddAB inh,Pemphigus Ab inh,PfHsp90 yeast 2
COc1ccccc1CNC(=O)CSc1ccc(-c2ccccn2)nn1,343*,19,-3.1,-4,2.6,-5,16,2.6,1.1,98,-13
Cc1ccc(C(=O)CCC(=O)OCC(=O)Nc2ccccc2SCC#N)cc1,-11,-13,-1.3,-3,-1.7,5,5,0.6,3.3,88,-4
[O-][n+]1ccc(OCc2ccccc2)cc1,-10,-1,0.2,-6,0.0,2,-1,3.6,3.1,114,9
Cc1c(CN2CCCC(C(=O)c3cccc(OC(C)C)c3)C2)c(=O)n(-c2ccccc2)n1C (configuration not stated),15,-7,1.1,-3,0.8,3,-6,4.9,2.8,102,30
CSc1ccccc1OCc1cc(C(=O)NC2CCc3ccccc32)no1 (configuration not stated),-1,13,9.9,-3,-0.3,8,-51,3.0,2.1,101,-33
O=C(O)COc1ccc(Cl)cc1C1CCCCC1,/,3,-1.8,-6,/,-1,10,3.6,/,92,/
Cc1sc(NC(=O)CCC(=O)O)c(C(N)=O)c1-c1ccccc1,15,-44,-0.9,-4,-2.0,1,5,1.4,0.9,124,-31
Cc1ccc(NC(=O)COC(=O)c2ccc(S(=O)(=O)N3CCCCC3)cc2)cc1,9,6,-2.3,6,-0.5,8,9,0.2,1.3,102,7
COc1cc2ncnc(NCc3cccc(Cl)c3)c2cc1OC,/,-18,2.7,-11,1.9,7,-14,3.1,-0.5,114,25
Cc1ccc2c(c1)N(CC(=O)N1CCCc3ccccc31)C(=O)C(C)O2 (configuration not stated),-24,-6,1.2,7,-0.2,0,-7,1.3,-0.3,129,/
Cc1cccc(-n2c(-c3ccncc3)n[nH]c2=S)c1,2,12,-1.2,-11,0.4,-4,7,1.6,1.5,105,-13
O=C(COc1ccc(F)cc1)NC1CC1,334,7,-1.1,9,1.0,-1,5,2.5,2.6,/,4
O=C(Nc1nnc(Cc2ccc(F)cc2)s1)Nc1ccccc1F,7,-3,2.6,2,1.6,0,-13,0.4,5.1,93,-1
Cc1ccc(C)c(NC(=O)COC(=O)c2ccc3ccccc3n2)c1,-3,5,-4.2,1,0.2,-6,17,-0.1,0.4,246,1
Nc1c(C(=O)CSc2nc3ccccc3o2)c(=O)[nH]c(=O)n1C1CC1,11,2,1.6,0,0.0,-1,-7,1.0,0.4,100,0
COc1cc(C(=O)Nc2nc(-c3cccs3)cs2)cc(OC)c1OC,10,0,0.6,-15,-1.1,1,-4,0.9,0.6,99,8
CCC(=O)N(CCCN(C)C)c1nc(-c2cc(OC)ccc2OC)cs1,24,2,-1.7,-16,-0.3,-3,9,0.5,0.9,109,18
COc1ccc(N2CC(O)=C(c3nc(-c4ccccc4)cs3)C2=N)cc1,-10,20,3.8,-7,-0.1,7,-20,0.5,4.2,43*,3
Cc1ccc(-c2nc(CN3CCCC(C(=O)N4CCOCC4)C3)c(C)o2)cc1 (configuration not stated),16,-7,-2.0,2,2.6,5,11,-1.7,4.7,108,0
Cc1ccc(C)n1-c1nn(S(=O)(=O)c2ccccc2)c2cccc(F)c12,-6,/,/,/,3.6,/,/,-0.1,7.8,103,/
CCN(C(=O)COc1cccc2cccnc12)C1CCS(=O)(=O)C1 (configuration not stated),129,7,0.7,5,0.8,-2,-4,2.7,4.1,97,-1
CCC/C(=N/NC(=O)c1ccccc1Cl)c1ccccc1,3,-15,-1.3,-7,-1.0,1,6,2.6,0.7,/,-36
CCCN(C(=O)CSc1nnc2ccccn12)C1CCS(=O)(=O)C1 (configuration not stated),33,-6,-2.0,-1,-1.8,2,9,2.4,2.7,96,/
Cc1ccnc(NS(=O)(=O)c2ccc(NC(=O)/C=C/c3ccccc3)cc2)n1,-1,-10,-2.4,-19,-0.4,7,13,6.3,1.1,96,9
O=C(/C=C/c1ccco1)N1CCN(S(=O)(=O)c2ccc(F)c(F)c2F)CC1,/,-15,1.3,-6,-0.1,6,-6,-3.2,0.3,100,-7
C=CCC1c2cccc(C(=O)O)c2C(=O)N1c1cccc(C)c1 (configuration not stated),1,16,-1.7,-7,-0.1,5,9,2.6,-1.3,83,-43
COc1ccccc1NC(=O)CN(Cc1ccco1)C(=O)c1cccs1,-12,-8,-2.9,2,1.0,10,13,-0.6,1.0,96,0
CC12C=CC(=O)C=C1CCC1C2C(O)CC2(C)C1CCC2(O)C(=O)CO (configuration not stated),/,6,-2.6,-3,/,-2,14,1.8,/,95,-16
Cc1ccc(S(=O)(=O)N2CN(CC3CCCO3)c3nc4ccccc4nc32)c(C)c1 (configuration not stated),1,-9,-0.8,4,-1.0,2,4,2.4,4.5,82,-3
CCc1cc(=O)oc2cc(OCC(N)=O)c(Cl)cc12,-13,3,-3.1,-10,-4.5,1,18,4.6,-2.2,97,10

# With a hit mark in Pemphigus Ab inh, of those listed so far:
SMILES	SUMO Mot1 rescue	MOR-DOR ag	PKA-R1A act	MOR-DOR inv ag	phage Ecoli inh	AddAB inh	Pemphigus Ab inh	PfHsp90 yeast 2
COc1ccc(N2CC(O)=C(c3nc(-c4ccccc4)cs3)C2=N)cc1	-10	3.8	-7	-20	0.5	4.2	43*	3

# Following part
SMILES,SUMO Mot1 rescue,HTR5A inv ag,MOR-DOR ag,PKA-R1A act,E coli growth,HTR5A ag,MOR-DOR inv ag,phage Ecoli inh,AddAB inh,Pemphigus Ab inh,PfHsp90 yeast 2
COc1ccc(NC(=O)CNc2cc(S(=O)(=O)N3CCOCC3)ccc2NCC2CCCO2)cc1 (configuration not stated),-1,17,1.4,-7,1.0,-7,-8,3.8,1.3,97,35
CCn1c(=O)c(C(=O)NNS(=O)(=O)c2ccc(C)cc2)c(O)c2ccccc21,7,-15,-0.3,-6,-0.5,6,2,3.3,2.0,104,0
Cc1cc(=O)oc2cc(NC(=O)COc3cccc(C(F)(F)F)c3)ccc12,1,-3,-0.5,-2,0.0,1,2,0.0,3.7,90,-2
CCOC(=O)Cc1csc(NC(=O)COc2cccc(C)c2)n1,-2,-28,-0.6,-4,1.1,1,3,5.0,2.9,101,36
CC(C)CCN1C(=O)c2ccc(C(=O)OCn3nnc4ccccc4c3=O)cc2C1=O,2,-5,4.9,-11,-0.7,2,-30,3.6,1.8,/,7
CCc1ccccc1NC(=O)CSc1nc2c(c(-c3ccco3)c1C#N)CCCC2,-6,-6,-3.3,1,-0.2,2,17,0.9,2.0,99,-8
CCc1ccc(OCCn2cccn2)cc1,5,7,-3.8,5,-1.3,0,19,0.7,-0.4,87,-35
Cc1cccc(NC(=O)CN2CCN(C(=O)c3ccc(-c4nc5ccccc5s4)o3)CC2)c1C,/,-1,-0.1,-8,/,1,0,1.8,/,101,-14
CCN(CC)CCn1c(=O)n(-c2ccc(Cl)cc2)c(=O)c2c3c(sc21)CN(C)CC3,3,-23,-0.4,-7,-0.5,0,2,2.0,2.5,/,16
CNc1nc(Cl)nc2ncn(C)c12,/,-7,-2.8,-6,/,2,14,3.0,/,91,/
O=C(OCc1ccc(F)cc1)c1ccc2ccccc2n1,43,-6,0.8,-11,0.2,2,-4,4.5,3.0,107,-6
CC(=O)Nc1ccc(NC(=O)CCCCCn2nnc3ccccc3c2=O)cc1,250,-32,-1.6,0,/,8,7,-1.0,/,101,-10
Cn1c(=O)c(=O)n(C)c2cc(N3CCCCC3)c(NS(=O)(=O)c3ccc(Br)cc3)cc21,3,1,-1.9,-12,-3.1,0,10,2.7,4.0,/,7
O=C(Cn1c(=O)oc2ccccc21)Nc1ccc(Cl)cc1,7,17,-1.4,-12,-1.9,-5,6,1.2,-0.5,94,-11
CCc1ccc(C(=O)CCC2CCCCC2=O)cc1 (configuration not stated),/,-7,0.5,-9,1.0,-3,-3,/,2.8,/,6
O=C(C1COc2ccccc2O1)N1CCc2ccccc21 (configuration not stated),64,7,-1.0,10,0.3,0,6,1.4,4.5,122,-2
S=c1ncc2[nH]c(=S)[nH]c2[nH]1,/,5,-0.1,10,/,-1,1,/,/,90,/
Cc1cccc(N2CCN(C(=O)c3ccc(NC(=O)C4CCCO4)cc3)CC2C)c1 (configuration not stated),2,-1,-1.1,-4,-1.6,0,7,-0.5,0.2,/,14
OCCN1CCN(CCCc2c3c(cc4c2CCC4)CCC3)CC1,4,11,-0.8,-3,-3.6,-1,4,3.8,0.3,114,7
COc1cccc(C2CC(c3c(Cl)cccc3Cl)n3nc(N)nc3N2)c1 (configuration not stated),33,15,-3.4,-9,-0.7,-6,17,1.2,3.5,107,-4
Cc1ccc(-c2cn3nc(C)c(C)nc3n2)cc1,-24,-11,-0.1,1,-1.0,2,1,3.1,1.6,106,66
O=C(COc1ccc(S(=O)(=O)N2CCCCC2)cc1)N1CCCC1,-4,15,-0.5,-4,0.4,-6,4,-0.3,1.7,/,8
O=C(O)c1ccc(N=C2NC(=O)C(CO)(CO)S2)cc1,767*,-7,-2.3,7,-0.8,2,12,-1.4,1.3,117,-3
Cc1nc(NS(=O)(=O)c2ccccc2)sc1C(=O)N/N=C/c1ccccc1,-4,-2,-2.2,0,0.1,6,11,-0.7,-1.4,102,-27
CCn1c(Cn2nnc(-c3ccccc3)n2)nnc1SCC(=O)Nc1cccc(C(C)=O)c1,3,16,1.0,7,-1.4,0,-6,-0.5,-1.8,99,-13
Cn1c(Cn2c(=O)sc3ccccc32)nnc1SCC(=O)Nc1ccc(F)cc1,-1,-1,0.3,10,1.4,1,-2,1.8,3.8,107,/
Cc1ccc(C(=O)Nc2cccnc2)cc1S(=O)(=O)N1CCCC1,3,11,-2.0,7,0.8,2,10,3.0,-3.7,/,18
COc1ccc(CCNC(=O)Cn2c(=O)oc3ccccc32)cc1OC,-10,-5,-4.0,1,0.5,5,17,2.3,1.7,101,-1
CCCCSC1=N/C(=C/c2ccsc2)C(=O)N1c1ccccc1,246,15,-1.2,11,2.3,-1,6,3.2,1.6,109,-20
Cc1nonc1NC(=O)CSc1ccc(-c2ccccc2)nn1,-6,-23,0.6,-2,2.2,-1,-3,3.5,0.9,101,4
O=C(COC(=O)CCc1ccccc1)Nc1cc(S(=O)(=O)N2CCOCC2)ccc1N1CCCC1,-5,18,-0.9,6,0.5,-2,5,2.8,-0.2,90,11
Cc1ccccc1NS(=O)(=O)c1cccc2nonc12,-11,-5,-1.8,-1,1.2,1,10,3.7,1.5,107,-5
COc1ccc2c(c1)C1=NN(/C(C)=C/C(C)=O)C(c3cccc(F)c3)C1CC2 (configuration not stated),-20,-3,4.9,0,-3.0,1,-35,3.9,-2.0,98,1
Fc1ccccc1-c1nc(NCCCN2CCOCC2)c2ccccc2n1,/,7,0.5,-1,-1.2,1,-3,0.6,-0.3,97,5
Cc1cc(C)n(/C(=C/N(C)C)C(=O)c2ccccc2)n1,52,-3,-0.1,7,2.5,1,1,1.8,4.3,113,0
Nc1ncnc2sc3c(c12)CCNC3,5,-4,-2.6,-3,1.3,1,13,-3.5,-0.1,94,-7

# Compound activity: PubChem, several laboratories
